Assay outcomes (PubChem BioAssay)
Tn6 DDE FP – DD(E)-Tn6 binding inhibition, primary FP screen. P02675. inhibition, % at 8.3 µM. Fibrin DD(E) TRITC-Tn6 fluorescence polarization displacement. 370,000 tested, 0.21% active;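 active = inhibition above a per-campaign cutoff: mean of compounds within control limits plus 3 SD, cut at about 15% in these data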;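 note: 0% = median of all compound wells on the plate and 100% = blocking peptide control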
Tn7 DDE FP – inhibitors of Tn7 peptide binding to human fibrin DD(E); inhibition, % at 8.3 µM; FP displacement of FITC-Tn7 peptide from fibrin DD(E); 0% = median of compound wells per plate; 370,000 tested, 0.13% active; AID 720508; P02675;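 active = inhibition above the mean of compounds falling within the control limits plus 3 SD of them, cut at about 14% in these data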;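 note: 0% = plate median of compound wells and 100% = 10 µM Aha-Tn7 peptide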
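Assay system: Human fibrin DD(E) protein | Medium: Tris buffer with calcium and detergent, pH 7.8 | Reagent: 0.1 µM fluorescent Tn7 | Compound dosing: Single point at 8.3 µM | Times: 10 min preincubation, 3 h with tracer, room temperature | Detection: Fluorescence polarization of the labelled Tn7 tracer | Controls: Aha-Tn7 high control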
ADAM17 inh – inhibitors of human ADAM17. P78536. inhibition, % at 6.95 µM. AID 720648. 370,000 tested, 0.83% active. recombinant ADAM17, EDANS/DABCYL FRET peptide cleavage;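 active = inhibition above the mean of compounds lying between control limits plus 3 SD, set per campaign, cut at about 8.5% in these data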;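 note: 0% = DMSO-only wells as the low control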
MBD2 inh – MBD2-methylated oligo binding inhibition. 370,000 tested, 0.31% active. TR-FRET, MBD2 binding to methylated oligonucleotide. inhibition, % at 4.4 µM. AID 686964; in the data active = inhibition above about 13%
PLCb3 inh – blocks human PLC-beta3 enzyme activity. Q01970. Purified PLC-beta3, fluorogenic substrate, fluorescence. inhibition, % at 12.2 µM. 370,000 tested, 0.18% active. AID 720704; in the data active = inhibition above about 11%;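 note: 0% = median of compound wells on plate and 100% = full blocker control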
Target sequence (Q01970 whole entry, looked up): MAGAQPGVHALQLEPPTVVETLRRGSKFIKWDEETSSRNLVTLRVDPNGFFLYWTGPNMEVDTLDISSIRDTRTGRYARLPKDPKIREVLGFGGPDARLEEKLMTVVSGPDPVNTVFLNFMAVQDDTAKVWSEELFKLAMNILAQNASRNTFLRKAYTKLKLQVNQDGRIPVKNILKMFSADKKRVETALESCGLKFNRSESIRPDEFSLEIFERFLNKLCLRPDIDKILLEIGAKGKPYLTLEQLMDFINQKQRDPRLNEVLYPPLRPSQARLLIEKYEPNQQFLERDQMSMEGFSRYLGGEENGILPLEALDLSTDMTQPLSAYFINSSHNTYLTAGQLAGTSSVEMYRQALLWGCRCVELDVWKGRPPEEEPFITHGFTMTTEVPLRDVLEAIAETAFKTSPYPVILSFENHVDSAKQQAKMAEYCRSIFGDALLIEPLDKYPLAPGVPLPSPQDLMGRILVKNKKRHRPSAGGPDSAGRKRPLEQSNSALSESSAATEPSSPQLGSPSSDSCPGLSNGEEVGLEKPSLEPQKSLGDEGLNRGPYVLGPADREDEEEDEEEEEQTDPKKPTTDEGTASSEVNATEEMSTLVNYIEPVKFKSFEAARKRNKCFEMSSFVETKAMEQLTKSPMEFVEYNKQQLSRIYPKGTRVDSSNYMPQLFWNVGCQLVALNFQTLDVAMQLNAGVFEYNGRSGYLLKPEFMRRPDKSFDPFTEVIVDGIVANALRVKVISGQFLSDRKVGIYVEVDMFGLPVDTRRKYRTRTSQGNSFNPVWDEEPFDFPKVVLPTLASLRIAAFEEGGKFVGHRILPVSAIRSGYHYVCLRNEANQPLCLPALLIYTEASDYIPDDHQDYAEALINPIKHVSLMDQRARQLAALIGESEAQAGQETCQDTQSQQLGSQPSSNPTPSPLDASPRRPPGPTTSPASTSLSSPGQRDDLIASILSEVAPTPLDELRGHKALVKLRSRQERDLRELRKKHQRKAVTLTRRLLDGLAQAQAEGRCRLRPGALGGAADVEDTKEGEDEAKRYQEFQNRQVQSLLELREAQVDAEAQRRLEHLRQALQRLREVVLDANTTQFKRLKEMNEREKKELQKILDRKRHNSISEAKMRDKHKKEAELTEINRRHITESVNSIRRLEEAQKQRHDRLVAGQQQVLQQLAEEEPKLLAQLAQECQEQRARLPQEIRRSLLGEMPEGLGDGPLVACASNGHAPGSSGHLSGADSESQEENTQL
ARFGAP1 inhibitor – inhibitors of rat ARFGAP1; Q62848; Arfgap1-stimulated ARF1 GTP hydrolysis, GDP FP detection; inhibition, % at 16.5 µM; 360,000 tested, 0.26% active;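 active = inhibition above a per-plate limit, mean inhibition of low control wells plus 3 SD, cut at about 25% in these data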;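 note: 0% = DMSO wells with enzyme and 100% = wells lacking Arfgap1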
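system = rat Arfgap1 catalytic domain, aa 1-136 | technique = FP, GDP Alexa 633 tracer displaced from anti-GDP antibody, 620/688 nm | compound = one concentration, 16.5 µM, DMSO 1.26% | medium = HEPES-based buffer, pH 7.5 | timing = compound-enzyme preincubation 20 min, reaction 120 min, detection 60 min, 25 °C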
PLCg1 inh – PLC-gamma1 (human) inhibition, primary screen; purified PLC-gamma1, fluorogenic substrate, fluorescence; inhibition, % at 12.2 µM; 370,000 tested, 0.84% active; in the data active = inhibition above about 9.5%
ASAP1 GAP inh – ASAP1 ArfGAP inhibition; 360,000 tested, 0.19% active; Q9ULH1; inhibition, % at 16.5 µM; ASAP1-stimulated ARF1 GTP hydrolysis, GDP FP detection; in the data active = inhibition above about 25%;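 note: 0% = vehicle with enzyme and substrate and 100% = no enzyme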
UHRF1 MBD2 ctr – UHRF1 methyl-DNA binding inhibition | UHRF1 binding to methylated oligo, TR-FRET | 370,000 tested, 0.75% active | AID 687016 | inhibition, % at 4.4 µM | Q96T88; in the data active = inhibition above about 21%;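 note: UHRF1 SRA domain binding a hemimethylated CpG hairpin DNA probe; 0% = median of test compound wells and 100% = reference inhibitor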
proKLK7 act – proKLK7 (human) activation, primary screen; purified proKLK7, EDANS-DABCYL substrate fluorescence; 100% is mature enzyme control, 0% vehicle; 370,000 tested, 0.9% active; activation, % at 7 µM;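 active = activation above the mean of all tested compounds plus 3 SD, computed per campaign excluding outliers beyond control limits, cut at about 13% in these data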
* hit, by the source's call.

SMILES	Tn6 DDE FP	Tn7 DDE FP	ADAM17 inh	MBD2 inh	PLCb3 inh	ARFGAP1 inhibitor	PLCg1 inh	ASAP1 GAP inh	UHRF1 MBD2 ctr	proKLK7 act
CCN(CC)S(=O)(=O)c1cc(NC(=O)c2ccc(Br)s2)ccc1C	-1	3	4	-3	-3	-9	1	-1	-1	0.0
CC(=O)OC(C(=O)NC1CCCCC1)c1ccc(Cl)c(Cl)c1 (configuration not stated)	-9	-2	-1	4	0	-3	2	4	3	-0.1
COC(=O)N1CCCC(c2cc(C(=O)Nc3ccccc3Cl)no2)C1 (configuration not stated)	5	-7	2	-3	2	-3	3	-8	1	0.3
Cc1ccc(N2CC(C(=O)Nc3nnc(SCC(N)=O)s3)CC2=O)cc1 (configuration not stated)	-3	1	0	4	-5	14	0	-1	2	0.3
N=c1sccn1CC(=O)Nc1ccc([N+](=O)[O-])cc1Cl	7	1	-4	-3	-8	-6	2	-1	-4	-0.5
Cc1ccc(/C=N/NC(=O)c2ccc(C(=O)N/N=C/c3ccc(C)s3)o2)s1	-11	0	-2	-2	-34	9	-28	-8	-5	-9.7
CN(C(=O)CSc1nncc2ccccc12)C1CCCCC1	0	-3	1	2	-4	0	0	7	0	0.2
Cc1ccc(CNC(=O)Nc2nnc([C@H]3C[C@H](O)[C@@H](CO)O3)s2)cc1	-2	-3	2	-2	7	4	2	-5	-2	0.6
O=C1c2ccccc2C(=O)C12OC(c1ccccc1)C1(C(=O)c3ccccc3C1=O)C2c1ccc([N+](=O)[O-])cc1 (configuration not stated)	-2	3	-4	6	0	4	1	4	9	0.1
O=C(N/N=C\c1ccc(Sc2ccccn2)o1)c1cccc(F)c1	-5	5	-8	9	-52	-2	-47	10	4	1.6
CC1=C(C(=O)N(C(C)C)C(C)C)CC(CC(=O)NC2CC2)C(=O)N1CCCN1CCCC1=O (configuration not stated)	2	0	2	0	2	2	2	-2	-1	0.6
CN(CC1CCCN(CCc2ccc(Cl)cc2)C1)C(=O)c1ccco1 (configuration not stated)	5	6	0	0	-8	6	-1	10	1	0.1
O=C(OCC(=O)N1CCOCC1)c1ccccc1OCc1ccccc1	-2	3	-9	-9	-8	-7	0	1	-1	0.1
CCc1nc2ccc(C(=O)N(C)Cc3ccccc3)cn2c1N(CC)CCN(C)C	1	-5	-9	1	-9	1	-8	1	0	0.1
CCOc1ccc(NS(=O)(=O)c2ccc(C(=O)N(C)CCc3ccc(OC)c(OC)c3)cc2)cc1	5	-1	2	-4	-9	15	0	6	0	-0.1
CCN1CCN(C(=O)CCc2nnc(CCc3ccccc3OC)o2)[C@@H](C)C1=O	2	6	-1	-1	-5	-8	-3	-4	0	-0.4
O=C(Nc1ccc2c(c1)OCCO2)C(CCc1ccccc1)N(Cc1ccccc1)Cc1ccccc1 (configuration not stated)	-5	-7	1	0	3	-6	1	0	0	-0.8
COc1nc(NCCc2ccc(OC)c(OC)c2)nc(Nc2ccccc2)n1	-2	-7	3	-3	-2	-9	4	12	-2	0.2
COc1cc(OC)cc(C(=O)N[C@H](C(=O)OCC(=O)Nc2cccc(F)c2)C(C)C)c1	-5	0	3	1	3	0	4	-6	2	0.4
CCN1CCN(C(=O)c2ccccc2N(Cc2ccccc2)S(=O)(=O)c2ccc(C)cc2)CC1	6	2	-2	5	0	-1	1	-2	2	-0.2
COc1ccc(CCNC(=O)CN(c2ccccc2OC)S(=O)(=O)c2ccc(C)cc2)cc1	8	6	0	-4	-4	3	-2	-5	-1	0.1
CSc1cccc(NS(=O)(=O)c2cc(Br)cnc2N)c1	5	0	8	-5	-8	-10	-2	-5	-3	-0.3
CS(=O)(=O)N(CC(=O)N1CCc2ccccc2C1)c1ccccc1Br	0	4	-5	4	-3	-1	-1	13	3	-0.3

Some of the entries so far, in markdown.
| canonical_smiles | Tn6 DDE FP | Tn7 DDE FP | ADAM17 inh | MBD2 inh | PLCb3 inh | ARFGAP1 inhibitor | PLCg1 inh | ASAP1 GAP inh | UHRF1 MBD2 ctr | proKLK7 act |
| --- | --- | --- | --- | --- | --- | --- | --- | --- | --- | --- |
| O=C1c2ccccc2C(=O)C12OC(c1ccccc1)C1(C(=O)c3ccccc3C1=O)C2c1ccc([N+](=O)[O-])cc1 (configuration not stated) | -2 | 3 | -4 | 6 | 0 | 4 | 1 | 4 | 9 | 0.1 |
| O=C(N/N=C\c1ccc(Sc2ccccn2)o1)c1cccc(F)c1 | -5 | 5 | -8 | 9 | -52 | -2 | -47 | 10 | 4 | 1.6 |
| CC1=C(C(=O)N(C(C)C)C(C)C)CC(CC(=O)NC2CC2)C(=O)N1CCCN1CCCC1=O (configuration not stated) | 2 | 0 | 2 | 0 | 2 | 2 | 2 | -2 | -1 | 0.6 |
| CN(CC1CCCN(CCc2ccc(Cl)cc2)C1)C(=O)c1ccco1 (configuration not stated) | 5 | 6 | 0 | 0 | -8 | 6 | -1 | 10 | 1 | 0.1 |
| O=C(OCC(=O)N1CCOCC1)c1ccccc1OCc1ccccc1 | -2 | 3 | -9 | -9 | -8 | -7 | 0 | 1 | -1 | 0.1 |
| CCc1nc2ccc(C(=O)N(C)Cc3ccccc3)cn2c1N(CC)CCN(C)C | 1 | -5 | -9 | 1 | -9 | 1 | -8 | 1 | 0 | 0.1 |
| CCOc1ccc(NS(=O)(=O)c2ccc(C(=O)N(C)CCc3ccc(OC)c(OC)c3)cc2)cc1 | 5 | -1 | 2 | -4 | -9 | 15 | 0 | 6 | 0 | -0.1 |
| CCN1CCN(C(=O)CCc2nnc(CCc3ccccc3OC)o2)[C@@H](C)C1=O | 2 | 6 | -1 | -1 | -5 | -8 | -3 | -4 | 0 | -0.4 |
| O=C(Nc1ccc2c(c1)OCCO2)C(CCc1ccccc1)N(Cc1ccccc1)Cc1ccccc1 (configuration not stated) | -5 | -7 | 1 | 0 | 3 | -6 | 1 | 0 | 0 | -0.8 |
| COc1nc(NCCc2ccc(OC)c(OC)c2)nc(Nc2ccccc2)n1 | -2 | -7 | 3 | -3 | -2 | -9 | 4 | 12 | -2 | 0.2 |
| COc1cc(OC)cc(C(=O)N[C@H](C(=O)OCC(=O)Nc2cccc(F)c2)C(C)C)c1 | -5 | 0 | 3 | 1 | 3 | 0 | 4 | -6 | 2 | 0.4 |
| CCN1CCN(C(=O)c2ccccc2N(Cc2ccccc2)S(=O)(=O)c2ccc(C)cc2)CC1 | 6 | 2 | -2 | 5 | 0 | -1 | 1 | -2 | 2 | -0.2 |
